MBNL1 CUG block = blocks human MBNL1 binding to CUG repeat RNA. Potency, µM (doses to about 57.5 µM), without a hit: at the highest dose activity change, negative = inhibition, actives largely listed as inhibitors. Q9NR56. 280,000 compounds, 0.036% hits. TR-FRET MBNL1-His/biotin-(CUG)12 binding, 665/545 ratio; active = well fitted inhibition curve with a large enough effect in the signal ratio, with a control signal flat, not every such curve was filed as active; inconclusive = small, poorly fitted or top-dose-only effect, or effect the other way, or a change in a side signal; inactive = no such curve, though single readings can be large or run the other way; the % refers to the signal ratio; also: % is scaled to controls: 0 for no effect and ±100 for the full control effect
Target sequence (Q9NR56 whole entry, looked up): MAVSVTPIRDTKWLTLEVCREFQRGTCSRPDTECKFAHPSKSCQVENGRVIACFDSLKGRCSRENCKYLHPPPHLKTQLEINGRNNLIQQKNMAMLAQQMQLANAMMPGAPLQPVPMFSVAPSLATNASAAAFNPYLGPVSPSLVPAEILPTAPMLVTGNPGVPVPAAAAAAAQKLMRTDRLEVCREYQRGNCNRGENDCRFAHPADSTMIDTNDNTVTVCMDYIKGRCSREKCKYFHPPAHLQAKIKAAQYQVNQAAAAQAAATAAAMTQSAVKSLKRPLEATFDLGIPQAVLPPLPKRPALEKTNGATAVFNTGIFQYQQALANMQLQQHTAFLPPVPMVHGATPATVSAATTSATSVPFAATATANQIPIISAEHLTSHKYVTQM
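Compound titration spanned 92 nM–58 uM against the MBNL1-His/biotin-(CUG)12 complex. After 60 min at room temperature with 5 nM streptavidin-XL665 and 0.055 ng/ul terbium anti-His, ratiometric 665/545 nm emission (Ex 340 nm) normalized to controls.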
RORg inh = ROR gamma (mouse) transcription inhibition; Drosophila S2 Gal4-RORgamma UAS-luciferase reporter, 20 h; Potency, µM (highest dose often 53.6 µM), for the others: at the top dose activity change, negative = inhibition, most hits filed as inhibitors; 310,000 compounds, 5.4% hits; AID 2551; also: % is scaled to controls: 0 for no effect and ±100 for the full control effect; nearly all actives have a fitted effect of over 60% in size
Target sequence (P51450 whole entry, looked up, the tested form may be a part): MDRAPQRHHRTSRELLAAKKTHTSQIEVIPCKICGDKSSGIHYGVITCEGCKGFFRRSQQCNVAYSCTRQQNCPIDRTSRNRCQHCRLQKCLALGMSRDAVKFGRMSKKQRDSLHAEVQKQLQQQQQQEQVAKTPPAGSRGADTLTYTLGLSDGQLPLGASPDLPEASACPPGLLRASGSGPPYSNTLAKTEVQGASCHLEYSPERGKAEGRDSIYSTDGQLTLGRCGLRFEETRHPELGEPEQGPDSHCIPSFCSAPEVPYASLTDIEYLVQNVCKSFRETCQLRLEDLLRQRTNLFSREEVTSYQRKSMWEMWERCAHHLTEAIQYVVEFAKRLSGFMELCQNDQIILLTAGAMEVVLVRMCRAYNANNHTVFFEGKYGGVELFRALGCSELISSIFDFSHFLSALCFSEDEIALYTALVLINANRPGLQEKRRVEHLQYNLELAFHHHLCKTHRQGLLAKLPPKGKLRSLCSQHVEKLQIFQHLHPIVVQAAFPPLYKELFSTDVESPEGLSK
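Read-out: Photinus luciferase luminescence; inhibitors lower reporter signal. Insect Schneider cells with Gal4-ROR gamma fusion under metallothionein promoter, UAS reporter; 700 uM final copper sulfate induction, 20 hr, ambient temperature.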
p53 reactivator = restores transcriptional activity of mutant p53; 320,000 compounds, 0.063% hits; Potency, µM (titrated, usually from 92.2 µM), for inactives: top-dose activity change, positive = activation, usual class: activators; H1299 p53-A138V BP100-luciferase reporter, luminescence, 24 h; also: % of control where 0% means no effect; nearly all actives have a fitted effect of over 45% in size
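H1299 (p53-null), stable ts p53-A138V + BP100-Luc; 1000 cells/well, Opti-MEM/10% FBS; cpd 4 pt, 1:5; 24 h, 37 deg C, 5% CO2; detection reagent 10 min RT; luminescence.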
ELG1 genotox = induces genotoxicity in HEK293T cells with luciferase-tagged ELG1 | HEK293T ELG1-luciferase reporter, luminescence, 16 h | 330,000 compounds, 1.3% hits | AID 504466 | Potency, µM (top dose mostly 46 µM), inactives show top-dose activity change, positive = activation, most hits filed as activators; also: % of control where 0% means no effect; nearly all actives have a fitted effect of over 60% in size
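DMSO vehicle served as control against compound-treated ELG1-luciferase HEK293T cells; exposure lasted 16 hr at 37 °C and 5% CO2, followed by ONE-Glo luminescence detection after 30 min.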
Rab9 prom act = Rab9 promoter activation; Huh7 Rab9 promoter-luciferase reporter, luminescence, 24 h; Potency, µM (titrated, usually from 9.22 µM), inactives show at the top dose activation, negative = inhibition, hits mostly activators; 320,000 compounds, 2.8% hits; AID 485297; also: % of control where 0% means no effect; nearly all actives have a fitted effect of over 60% in size
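Huh7 cells stably carrying a Rab9 promoter-luciferase reporter, 1500 cells per well in OP-MEM I with 10% FBS, treated with compound 24 hours at 37C. Luciferase activity read by luminescence after 10 minutes with Amplite reagent.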
VP16 counter = counter-screen for ROR gamma inhibitors: Gal4-VP16 reporter; Drosophila S2 Gal4-VP16 UAS-luciferase, luminescence, 20 h; Potency, µM (top dose mostly 53.6 µM), for inactives: at the highest dose activity, negative = inhibition, actives largely listed as inhibitors; 310,000 compounds, 3.5% hits;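 also: Gal4-VP16 expression switched on by copper sulfate through the metallothionein promoter; % is scaled to controls: 0 for no effect and ±100 for the full control effect; nearly all actives have a fitted effect of over 50% in size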
FLuc modulator = firefly luciferase modulation, counter-screen for miR-21 project; P08659; purified FLuc, Km substrates, luminescence inhibition; Potency, µM (doses to about 57.5 µM), inactives show at the top dose activity change, negative = inhibition, actives largely listed as inhibitors; 360,000 compounds, 6.9% hits;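 also: plate controls were vehicle for no effect and reference inhibitor for full effect; nearly all actives have a fitted effect of over 55% in size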
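Purified P. pyralis luciferase (10nM final) with 10uM D-luciferin and 10uM ATP (Km levels) in 50mM Tris acetate pH 7.5, 10mM Mg acetate, 0.01% Tween-20, 0.05% BSA; qHTS 6-point titration, ~60 µM downward; luminescence read.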
uPA surface inh = inhibitors of cell surface uPA generation; cell surface uPA generation assay, qHTS; Potency, µM (highest dose often 38.3 µM), without a hit: top-dose activity change, negative = inhibition, usual class: inhibitors; 330,000 compounds, 0.31% hits; active = well fitted inhibition curve with a large enough effect; inconclusive = small, poorly fitted or top-dose-only effect; inactive = no such curve, though single readings can be large or run the other way; tested in mouse RAW 264.7 cells; also: % is scaled to controls: 0 for no effect and ±100 for the full control effect; nearly all actives have a fitted effect of over 55% in size
NPC1 prom act = activates the NPC1 promoter | Huh7 NPC1 promoter luciferase reporter, 24 h | Potency, µM (series often up to 9.22 µM), for inactives: top-dose activation, actives largely listed as activators | 320,000 compounds, 2.4% hits | AID 485313;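 also: % of control where 0% means no effect; nearly all actives have a fitted effect of over 60% in size; reporter is driven by a mutant NPC1 promoter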
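Huh7 cells stably carrying NPC1 promoter–luciferase, plated in Opti-MEM with 10% FBS for 2 h, were exposed to compound in DMSO for 24 h at 37 °C; luciferase reagent was added for 10 min and luminescence read.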
BRCA1 expr act = BRCA1 expression activation; MCF7-BRCA1-FFLuc reporter, luminescence, 48 h; response scale: scaled: vehicle 0%, 10 µM genistein 100%; Potency, µM (highest dose often 46.1 µM), inactives show top-dose activation, usual class: activators; 380,000 compounds, 1.1% hits; AID 624202; also: nearly all actives have a fitted effect of over 80% in size; some results filed as inactive show a strong effect at the top dose
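Cells: MCF7-BRCA1-FFLuc, 2000/well. Exposure: 48 h, 37 °C, 5% CO2. Read: luminescence, 15 min post-substrate. Controls: genistein 10 microM (maximal activation), DMSO (neutral).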
* marks the source's active call; other numbers are inactive results; ? = inconclusive; nt = not tested or not shown; & = joins results of further samples; [ ] = another dose, or the depositor's remark. Unless noted, calls follow the shape of the dose curve; as a rule, active = well fitted curve in the direction sought with a large enough effect; inconclusive = small, poorly fitted or top-dose-only effect, or another doubt; inactive = no such curve, though single readings can be large; an effect the other way counts as inactive or inconclusive. Potency is read from the fitted curve at half-maximal effect.

SMILES | MBNL1 CUG block | RORg inh | p53 reactivator | ELG1 genotox | Rab9 prom act | VP16 counter | FLuc modulator | uPA surface inh | NPC1 prom act | BRCA1 expr act
CCOC(=O)C1CCN(CC(=O)c2c(C)[nH]c3ccccc23)CC1 | -2% | 1% | -17% | -2% | -7% | -3% | 4% | 12% | -2% | 6%
COc1ccc(C)cc1Nc1n[n+](-c2ccccc2)c(-c2ccc(OC)c(OC)c2OC)s1 | -7% | ? | 5% | -6% | -7% | -15% | -1% | ? | -10% | -18%
O=C(/C=N\O)NCCCNCc1ccccc1 | -5% | -3% | -1% | -1% | 4% | -6% | 0% | 3% | 2% | 2%
COC(=O)C1C(=O)C(C(=O)c2ccc([N+](=O)[O-])cc2)C(=O)CC1(C)C (stereo not drawn) | ? | 2% | 7% | -5% | 3% | 2% | 0% | 4% | 9% | -3%
CC(C)N(C(=O)CO/N=C/c1cccc([N+](=O)[O-])c1)C(C)C | nt | 35% | 11% | -11% | 1% | -13% | 0% | 8% | -6% | -4%
O=C(CN1C(=O)c2ccccc2S1(=O)=O)N1CCc2ccccc21 | -3% | -3% | -52%[inhibitor] | -9% | -39%[inhibitor] | 3% | ? | -9% | -40%[inhibitor] | -100%[inhibitor]
CC(C)(C)OC(=O)N1CCC(Cc2cc(-c3ccccc3)no2)(C(=O)O)CC1 | -1% | 24% | nt | 5% | 3% | -1% | -8% | 5% | 1% | -10%
Cc1ccc(NC(=O)CN(C)C(=O)COC(=O)c2ccc(Cl)cc2O)cc1 | nt | nt | -4% | -2% | -3% | nt | 4% | ? | -1% | -1%
CCOC(=O)Cc1csc(NC(=O)COc2ccc3c(c2)CCC3)n1 | -5% | -15% | 12% | 4% | 0% | 2% | 12µM* | 5% | -1% | 0%
COc1ccc(/C=C2\Sc3ccc(C(=O)N4CCOCC4)cc3N(C)C2=O)cc1 | ? | 14% | -18% | -1% | 0% | 4% | 15µM* | ? | 2% | -3%
Cc1cccc(/C=N/NC(=O)c2cccc([N+](=O)[O-])c2)n1 | 18% | -15% | 11% | ? | 1% | 2% | -10% | 4% | -4% | -9%
N#CC(C#N)=c1ccc2c(c1)NC1(CCCCC1)N=2 | ? | ? | -62%[inhibitor] | -3% | 29% | ? | ? | -5% | 25% | -101%
CN(C)CCCN1C(=O)c2cccc3cccc(c23)C1=O | ? | -44% | nt | 7% | -4% | -8% | 1% | -9% | -3% | -77%
CSc1ccccc1C(=O)Nc1cccc(C(C)O)c1 (stereo not drawn) | -9% | 32% | 4% | 0% | -3% | -4% | -1%[2.3 µM] | 10% | -1% | -1%
COc1ccc(NC(=O)/C(C#N)=C\c2ccc(-c3cc(C(=O)O)ccc3C)o2)cc1 | 0% | 10% | nt | -3% | -5% | 7% | 19µM* | -5% | -3% | 11%
OCc1c[nH]c2ccccc12 | nt | 0%&-7% | 4% | -2% | -5% | -6%&-4% | -4% | -4% | -1% | -38%
COc1ccc(S(=O)(=O)N2CCN(C(=O)CCC3CCCC3)CC2)cc1 | -4% | 16% | -1% | -6% | -2% | 9% | -2% | 0% | -3% | -57%
CCOC(=O)c1c(C)sc2c1N(C(=O)CN(CC)CC)c1cc(Cl)ccc1S2 | -1% | 18% | -2% | -3% | -2% | -1% | -1% | 2% | -10% | -51%
CS(=O)(=O)c1ccc(NC(=O)c2cccc(-n3cnnn3)c2)cc1 | nt | nt | 6% | 0% | 2% | nt | 1% | 6% | -2% | -19%
CCCC(NC(=O)c1ccccc1)c1nc2ccccc2n1Cc1ccc(C(=O)OC)o1 (stereo not drawn) | -4% | -26% | -8% | 13% | -2% | -8%[0.365 µM] | 1% | -3% | 2% | -30%
CN(C)S(=O)(=O)c1ccc(Cl)c(C(=O)NNC(=O)Cc2nc3ccccc3n2C)c1 | nt | nt | -9% | 1% | 1% | nt | nt | 4% | -3% | -1%
O=C(c1cccs1)N1CCN(c2nnc(-c3ccccc3)c3ccccc23)CC1 | 5% | -1% | -5% | -10% | -12% | ? | 3% | 4% | -2% | -23%
Cc1cc(N2CC(C(=O)NCc3cccnc3)CC2=O)ccc1C(C)C (stereo not drawn) | -9% | 41% | -2% | 3% | -5% | -23% | ? | 6% | 0% | -2%
O=C(COC(=O)CCc1c[nH]c2ccccc12)NCCc1ccccc1 | nt | nt | -5% | -1% | 5% | nt | -2% | 0% | -3% | -30%
CN(Cc1cn(C)nc1-c1ccccc1F)CC1CCCCO1 (stereo not drawn) | -1% | -12% | 1% | -1% | 0% | -1% | 1% | 1% | -5% | -1%
COc1ccc(Cl)cc1NC(=S)NNC(=O)CC(C)C | -2% | ? | -1% | -3% | 0% | -10% | ? | 5% | -6% | -35%
Cc1ccc(NC(=O)C(c2ccccc2)N(C)C)cc1Cl (stereo not drawn) | -5% | 18µM* | -1% | -3% | -2% | ? | ? | -1% | 0% | 8%
Cc1c(Br)c([N+](=O)[O-])nn1CCCC(=O)Nc1c(C)n(C)n(-c2ccccc2)c1=O | ? | 24% | 0% | 4% | -5% | 18% | 3% | 20% | -1% | 6%
COc1ccc(S(=O)(=O)N2CCOCC2)cc1NC(=O)c1sccc1C | nt | nt | -11% | 4% | 0% | nt | 5% | -1% | 0% | -7%
O=C1C=C(c2cc3ccccc3s2)C[C@@H](c2ccc(Cl)cc2)C1 | nt | nt | 2% | 3% | nt | nt | nt | 8% | nt | 0%
Cc1ccc(S(=O)(=O)NC(=O)NCc2ccccn2)cc1 | 4% | -25% | 2% | 2% | 12% | -4% | 6% | 4% | 16% | -3%
Cc1ccc2c(c1)c1c(n2CC(O)CNC2CCCCC2)CCCC1 (stereo not drawn) | 5% | ? | -10% | -14% | -6% | -22% | -1% | ? | -10% | -81%
CC(=O)COc1c(-c2ccco2)oc2ccccc2c1=O | ? | -2% | 4% | -5% | 1% | -6% | 4% | -39% | 0% | 1%
COc1ccccc1CNC(=O)CN1C(=O)NC2(CCCC2)C1=O | nt | nt | 11% | 1% | -1% | nt | nt | -15% | -11% | -2%
Cc1ccc(CSc2nnc(-c3ccccn3)n2C)cc1 | 1% | 0% | ? | ? | ? | -1% | ? | -3% | 26% | ?
CC(C)CNS(=O)(=O)c1cc2c3c(c1)CCC(=O)N3CCC2 | -7% | ? | 1% | 3% | -1% | 10% | -4% | 0% | 2% | -1%
O=C(c1cc2sccc2n1Cc1ccc(F)cc1)N1CCCc2ccccc21 | ? | ? | -1% | -7% | -7% | -3% | 0% | -4% | -4% | -52%
O=C(O)CN1C(=O)C2C3CC(C2C1=O)C1C(c2ccc(Cl)cc2)c2sc(=O)[nH]c2SC31 (stereo not drawn) | 1% | -9% | 3% | -1% | 3% | 14% | ? | 1% | -2% | 12%
CC1CCN(c2cc(N)c(Cl)cc2[N+](=O)[O-])CC1 | ? | 33% | 14% | 1% | 2% | 16% | ? | 3% | -4% | 34%
Cc1ccc(N2C(=O)c3ccccc3NC2c2ccccc2O)cc1 (stereo not drawn) | 2% | -8% | ? | ? | 0.89µM* | ? | ? | ? | 2.5µM* | 1.6µM*
COc1cc(OC)cc(-c2cc3nc(C)cc(N4CCN(C(=O)c5ccco5)CC4)n3n2)c1 | -2% | ? | -4% | 3% | -2% | -37% | -6% | nt | 0% | nt
CCCCCCNC(=O)N[C@@H](C(=O)NCCC[C@H]1CN2C(=NC[C@@H]2Cc2ccccc2)N1CCc1cccc(OC)c1)C(C)C | 1% | 14% | 7% | 5% | -4% | -1% | -16% | -8% | 0% | 0%
C/C(=N\Nc1ccc(C(F)(F)F)cn1)c1ccc(S(=O)(=O)NCc2ccco2)cc1 | -13% | ? | -9% | 0% | -1% | -72% | -2% | 3% | -3% | -11%
Cc1nc(NC(=O)C2CCCCC2C(=O)O)sc1C (stereo not drawn) | -2% | -13% | ? | ? | 14% | -12% | 4% | 0% | 9% | 2%
Cc1ccc(OCCNC(=O)C(C)SCC(=O)Nc2ccc(F)cc2)cc1 (stereo not drawn) | nt | nt | 0% | -3% | nt | nt | nt | 1% | nt | -20%
CCCNC(=O)CSc1nccn1Cc1ccc(OC)cc1 | -2% | 15% | -3% | 0% | -7% | 8% | -1% | 5% | -5% | -15%
COc1cc(C(=O)Nc2ccc(S(=O)(=O)N3CCCCC3C)cc2)cc(OC)c1OC (stereo not drawn) | 4% | -18% | -16% | -1% | 0% | 16% | 2% | -4% | -6% | -81%
COCCC1CCCCN1C(=O)c1cccc(OC2CCN(C3CCCC3)CC2)c1 (stereo not drawn) | 7% | -15% | -1% | 0% | -26% | -5% | 6% | -2% | -2% | -17%
COc1cccc(NC(=O)C2CC(=O)N(C)C(=Nc3cccc(F)c3)S2)c1 (stereo not drawn) | -3% | ? | -2% | 2% | 4% | -9% | 7% | 5% | 0% | -26%

Screening data: PubChem BioAssay, National Center for Advancing Translational Sciences (NCATS)

No enrichment for hits; about 13% have a hit in one of these screens.
